# PTHR1 ag: activates the human parathyroid hormone receptor PTHR1; Potency, µM (doses to about 115 µM), inactives show at the highest dose activation, most hits filed as activators; HEK293 GP2 PTHR1 cells, GloSensor cAMP luminescence, 1 h; 0.075% of 410,000 active; AID 743266; Q03431; further: potency means the concentration at half of the fitted maximal effect; nearly all actives have a fitted effect of over 55% in size; some results filed as inactive show a strong effect at the top dose; inactives centre near -15; many of its hits are not listed in these tables
#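 HEK-293-derived GP2 cells expressing PTHR1 and a GloSensor cAMP reporter, 3,000/well, plated overnight, given luciferin plus IBMX (each 0.5 mM as added) for 1 h at 37 °C, then compound for 1 h at 37 °C. Luminescence was read after 15 min at room temperature.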
# EPAC2 antag: antagonists of human EPAC2; EPAC2 GEF exchange of Rap1B-BODIPY-GDP, fluorescence; Potency, µM (titrated, usually from 114 µM), for inactives: at the top dose activity, negative = inhibition, actives largely listed as inhibitors; 0.18% of 360,000 active; AID 720708; further: potency means the concentration at half of the fitted maximal effect; on the % scale 0 is the no-effect control and ±100 the full control effect; nearly all actives have a fitted effect of over 45% in size; many of its hits are not listed in these tables
# Target sequence (Q8WZA2 whole entry, looked up): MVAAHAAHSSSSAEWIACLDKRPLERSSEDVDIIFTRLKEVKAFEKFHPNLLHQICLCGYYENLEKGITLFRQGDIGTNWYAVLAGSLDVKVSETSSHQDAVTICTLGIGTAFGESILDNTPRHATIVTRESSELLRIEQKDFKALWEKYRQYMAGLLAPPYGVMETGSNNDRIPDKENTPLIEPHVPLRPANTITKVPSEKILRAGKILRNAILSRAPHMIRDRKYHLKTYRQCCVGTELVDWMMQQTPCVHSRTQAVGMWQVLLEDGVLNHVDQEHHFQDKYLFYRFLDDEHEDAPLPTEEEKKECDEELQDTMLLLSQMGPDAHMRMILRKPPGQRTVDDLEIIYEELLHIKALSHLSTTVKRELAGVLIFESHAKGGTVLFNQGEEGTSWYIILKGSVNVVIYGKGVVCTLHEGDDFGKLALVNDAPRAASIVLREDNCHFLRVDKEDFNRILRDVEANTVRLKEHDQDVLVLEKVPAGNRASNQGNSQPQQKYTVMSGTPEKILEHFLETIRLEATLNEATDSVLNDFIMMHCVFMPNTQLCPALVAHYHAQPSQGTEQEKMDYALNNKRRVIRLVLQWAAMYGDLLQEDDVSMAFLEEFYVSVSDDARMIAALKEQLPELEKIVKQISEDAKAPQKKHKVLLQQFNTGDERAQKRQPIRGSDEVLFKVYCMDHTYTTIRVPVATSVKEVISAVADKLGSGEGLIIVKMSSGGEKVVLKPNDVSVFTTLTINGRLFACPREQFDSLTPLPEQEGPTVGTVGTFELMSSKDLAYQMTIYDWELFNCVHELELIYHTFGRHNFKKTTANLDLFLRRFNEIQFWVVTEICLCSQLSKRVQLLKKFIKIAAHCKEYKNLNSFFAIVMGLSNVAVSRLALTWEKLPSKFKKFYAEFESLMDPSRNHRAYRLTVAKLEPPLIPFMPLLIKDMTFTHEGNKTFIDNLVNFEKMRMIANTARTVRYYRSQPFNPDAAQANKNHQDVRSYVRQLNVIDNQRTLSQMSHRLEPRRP
# EPAC2 agonist: activates human EPAC2 exchange factor; 0.079% of 360,000 active; EPAC2 activation, biochemical qHTS; response scale: 100% = 6.5 mM cAMP response; Potency, µM (doses to about 154 µM), inactives show at the top dose activation, usual class: activators; AID 720711; Q8WZA2; further: potency means the concentration at half of the fitted maximal effect; nearly all actives have a fitted effect of over 50% in size
#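 Compounds were titrated in qHTS against a Rap1B-BODIPY-GDP (250 nM) complex with EPAC2 (100 nM) and GDP (50 uM). BODIPY-GDP release tracked at 480/540 nm over 30 min at room temperature, normalized to 6.5 mM cAMP.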
# pAkt inh: blocks phosphorylation of Akt; Neuro2A IGF-stimulated pAkt S473 HTRF, 20 min; active compounds read low; 0.32% of 360,000 active; AID 651550; activity change, % for hits at 50 µM; in the data active means activity change below about -80%; further: on the % scale 0 is the no-effect control and ±100 the full control effect
#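 Neuro2A cells (4,500/well, DMEM with 0.5% FBS) were treated with compound at a single 50 µM final concentration, stimulated with 6 nM IGF for 20 min at 37 °C, and lysed. Phospho-Akt Ser473 was read by HTRF as 665/615 ratio ×10^4.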
# MmCpn inh: M. maripaludis TRiC chaperonin inhibition. purified Mm-Cpn ATPase, ADP Transcreener TR-FRET. Potency, µM (doses to about 76.9 µM), inactives show top-dose activity, negative = inhibition, most hits filed as inhibitors. 0.031% of 330,000 active; further: potency means the concentration at half of the fitted maximal effect; on the % scale 0 is the no-effect control and ±100 the full control effect; nearly all actives have a fitted effect of over 80% in size
#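 Eu-cryptate anti-ADP/ADP-d2 competition gives a ratio inversely related to ADP. Enzyme at 25 nM was pre-exposed to compound for 10 min, then given 10 uM ATP for 30 min, 37°C throughout.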
# D3 ag: activates the human D3 dopamine receptor. P35462. D3R DiscoveRx beta-arrestin cells, luminescence, 90 min. max activation, %. 0.58% of 410,000 active. AID 652048; in the data active means max activation above about 30%; further: 0% is about no effect; mostly tested at two doses, the higher about 12 µM
#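 Agonist mode: compounds and dopamine controls were applied to plated cells for 90 min at 37 degrees C after an overnight attachment at 1500 cells/well. Luminescent read-out followed 30 - 60 minutes at room temperature with DiscoveRx detection reagent.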
# DRD3 antagonist: antagonists of human D3 dopamine receptor; D3R cells, DiscoveRx beta-arrestin luminescence, antagonist mode; active compounds read low; P35462; 2.5% of 360,000 active; max response, negative = inhibition, %; in the data active means max response below about -50%; further: on the % scale 0 is the no-effect control and ±100 the full control effect; mostly tested at two doses, the higher about 12 µM
#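 Cells plated overnight at 1500 cells/well, then exposed to library compounds with dopamine controls for 90 minutes at 37 degrees C. DiscoveRx reagent added for 30–60 minutes at room temperature; luminescence read, quantitative HTS format.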
# CCT chaperon mod: modulators of cytosolic chaperonin (CCT/TRiC) activity. 0.3% of 360,000 active. AID 651819. activity change, % (no concentration beside the values), hits read low. purified chaperonin ATPase assay, HTRF ADP detection, 30 min; in the data active means activity change below about -30%; further: on the % scale 0 is the no-effect control and ±100 the full control effect
#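 We incubate TRiC, 40 or 20 nM final, with library compounds at 76 uM and 10 uM ATP for 30 min at 37 °C. ADP formed is detected with Transcreener HTRF reagents after 30 min at room temperature.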
# * hit, by the source's call; i = inactive; [ ] = another dose, or the depositor's remark. Unless noted, the call rests on the fitted dose curve; in most records, active means well fitted curve in the direction sought with a large enough effect; inconclusive means small, poorly fitted or top-dose-only effect, or another doubt; inactive means no such curve, though single readings can be large; an effect the other way counts as inactive or inconclusive. A portion of the library; count on the stated rates, not on these rows.
# The first nine records as a preview:
# Assay codes – A = PTHR1 ag; B = EPAC2 antag; C = EPAC2 agonist; D = pAkt inh; E = MmCpn inh; F = D3 ag; G = DRD3 antagonist; H = CCT chaperon mod
O=C(CSc1nc2ccccc2n1CC(=O)N1CCCCC1)N1CCCCC1
  A: -1%	B: -25%	C: -2%	D: i	E: -4%	F: 7	G: 19	H: 2.9
CCOC(=O)c1cc(-c2csc(COc3ccccc3)n2)on1
  A: -11%	B: 3%	C: 3%	D: i	E: -1%	F: -4	G: 15	H: 1.6
O=C(COc1ccccc1[N+](=O)[O-])Nc1cccc(Cl)c1N1CCOCC1
  A: -6%	B: -10%	C: -2%	D: i	E: 1%	F: 1	G: 0	H: -2.6
Cc1cc(=O)oc2c3c(cc(OCC(=O)Nc4ccc(CCO)cc4)c12)OC(C)(C)CC3
  A: -20%	B: -24%	C: 6%	D: i	E: 0%	F: 2	G: 0	H: 1.0
O=C(COc1ccc(Cl)cc1)OCC(=O)N1CCCc2ccccc21
  A: i	B: 3%	C: 4%	D: i	E: 3%	F: -4	G: 2	H: -0.4
CCCOC(=O)c1ccc(NC(=O)CN(C)Cc2cccs2)cc1
  A: i	B: -16%	C: 15%	D: i	E: -17%	F: 0	G: 4	H: -1.0
COc1ccc(CN(C)CC(=O)Nc2sc3c(c2C#N)CCC3)cc1OC
  A: -39%[inhibitor]	B: -15%	C: 6%	D: i	E: -2%	F: 37*	G: 24	H: -1.2
O=C(Nc1ccc([N+](=O)[O-])cc1)c1cn(-c2ccccc2)nc1-c1cc2ccccc2o1
  A: i	B: -7%	C: 5%	D: i	E: 1%	F: -5	G: -12	H: -2.0
O=C1NC2=C(C(=O)CCC2)C(c2ccccc2[N+](=O)[O-])N1 (configuration not stated)
  A: i	B: -4%	C: -9%	D: i	E: -6%	F: 7	G: 1	H: 0.0

# The listing, previewed entries included:
# Assay codes – A = PTHR1 ag; B = EPAC2 antag; C = EPAC2 agonist; D = pAkt inh; E = MmCpn inh; F = D3 ag; G = DRD3 antagonist; H = CCT chaperon mod
O=C(CSc1nc2ccccc2n1CC(=O)N1CCCCC1)N1CCCCC1
  A: -1%	B: -25%	C: -2%	D: i	E: -4%	F: 7	G: 19	H: 2.9
CCOC(=O)c1cc(-c2csc(COc3ccccc3)n2)on1
  A: -11%	B: 3%	C: 3%	D: i	E: -1%	F: -4	G: 15	H: 1.6
O=C(COc1ccccc1[N+](=O)[O-])Nc1cccc(Cl)c1N1CCOCC1
  A: -6%	B: -10%	C: -2%	D: i	E: 1%	F: 1	G: 0	H: -2.6
Cc1cc(=O)oc2c3c(cc(OCC(=O)Nc4ccc(CCO)cc4)c12)OC(C)(C)CC3
  A: -20%	B: -24%	C: 6%	D: i	E: 0%	F: 2	G: 0	H: 1.0
O=C(COc1ccc(Cl)cc1)OCC(=O)N1CCCc2ccccc21
  A: i	B: 3%	C: 4%	D: i	E: 3%	F: -4	G: 2	H: -0.4
CCCOC(=O)c1ccc(NC(=O)CN(C)Cc2cccs2)cc1
  A: i	B: -16%	C: 15%	D: i	E: -17%	F: 0	G: 4	H: -1.0
COc1ccc(CN(C)CC(=O)Nc2sc3c(c2C#N)CCC3)cc1OC
  A: -39%[inhibitor]	B: -15%	C: 6%	D: i	E: -2%	F: 37*	G: 24	H: -1.2
O=C(Nc1ccc([N+](=O)[O-])cc1)c1cn(-c2ccccc2)nc1-c1cc2ccccc2o1
  A: i	B: -7%	C: 5%	D: i	E: 1%	F: -5	G: -12	H: -2.0
O=C1NC2=C(C(=O)CCC2)C(c2ccccc2[N+](=O)[O-])N1 (configuration not stated)
  A: i	B: -4%	C: -9%	D: i	E: -6%	F: 7	G: 1	H: 0.0
COc1ccc(C)cc1Nc1nnc(C)c(=O)[nH]1
  A: i	B: 2%	C: 1%	D: i	E: 1%	F: 21	G: 2	H: -0.8

# Later entries:
# Assay codes – A = PTHR1 ag; B = EPAC2 antag; C = EPAC2 agonist; D = pAkt inh; E = MmCpn inh; F = D3 ag; G = DRD3 antagonist; H = CCT chaperon mod
Oc1ccccc1C=Nc1ccccc1-c1nc2ccccc2[nH]1
  A: -66%	B: -3%	C: 5%	D: i	E: -7%	F: -3	G: 15	H: -3.3
O=C(NC1CCCC1)C(c1ccccn1)N(C(=O)c1csnn1)C1CCCCC1 (configuration not stated)
  A: i	B: -2%	C: 8%	D: i	E: 1%	F: -3	G: -19	H: -1.2
CN(Cc1cccnc1)C(=O)c1ccc(Cl)c(NS(=O)(=O)c2ccc(F)cc2)c1
  A: 18%	B: 11%	C: 13%	D: i	E: 1%	F: -10	G: -30	H: -0.1
COc1ccccc1NC(=O)Nc1ccc(Cc2ccncc2)cc1
  A: -42%	B: -4%	C: 6%	D: i	E: -2%	F: 9	G: 0	H: -1.9
COc1cc(C(=O)CSc2nccn2C)cc(OC)c1OC
  A: i	B: -1%	C: -4%	D: i	E: 1%	F: -5	G: 5	H: -2.8
NS(=O)(=O)c1ccc(NS(=O)(=O)c2ccc(Br)cc2)cc1
  A: -6%	B: 0%	C: 8%	D: i	E: 0%	F: 15	G: -2	H: -2.6
COc1cccc(-n2c(SCc3ccccn3)nc3c(c2=O)SCC3)c1
  A: i	B: -4%	C: 9%	D: i	E: -10%	F: 5	G: 8	H: -2.1
CC(=O)Nc1ccc(NC(=O)c2c(C)nc3ccccn23)cc1
  A: -1%	B: 18%	C: 4%	D: i	E: 0%	F: -5	G: -7	H: -1.6
NS(=O)(=O)c1ccc(CNC(=O)C23CC4CC(CC(C4)C2)C3)cc1
  A: i	B: 0%	C: -2%	D: i	E: -1%	F: -1	G: -4	H: -2.1
CC1=C(C(=O)OC2CCCC2)C(c2coc3ccc(C)cc3c2=O)C2=C(CCCC2=O)N1 (configuration not stated)
  A: -8%	B: -21%	C: 8%	D: i	E: -1%	F: -9	G: -14	H: -1.4

# Entries of single compounds, quoted from the list. Order of values: PTHR1 ag	EPAC2 antag	EPAC2 agonist	pAkt inh	MmCpn inh	D3 ag	DRD3 antagonist	CCT chaperon mod
# CC(=O)Nc1ccc(NC(=O)c2c(C)nc3ccccn23)cc1 as listed: -1%	18%	4%	i	0%	-5	-7	-1.6
# COc1ccccc1NC(=O)Nc1ccc(Cc2ccncc2)cc1 as listed: -42%	-4%	6%	i	-2%	9	0	-1.9

# New compounds follow:
# Assay codes – A = PTHR1 ag; B = EPAC2 antag; C = EPAC2 agonist; D = pAkt inh; E = MmCpn inh; F = D3 ag; G = DRD3 antagonist; H = CCT chaperon mod
COC(=O)C1=CNC=C(C(=O)OC)C1c1ccccc1Cl
  A: -6%[57.5 µM]	B: -3%	C: 1%	D: i	E: -4%	F: -1	G: 8	H: 0.3
Cc1ccc(CC2CC(=O)N(c3cc(C)ccc3C)C2=O)cc1 (configuration not stated)
  A: -34%[inhibitor]	B: -13%	C: 3%	D: i	E: 0%	F: 5	G: 28	H: -2.4
Cc1ccccc1OCCc1c(C)[nH]c(=S)[nH]c1=O
  A: 0%	B: -7%	C: 16%	D: i	E: -5%	F: -2	G: 0	H: -3.3
O=C(COC(=O)c1cnccn1)Nc1ccc(Cl)cc1C(F)(F)F
  A: 13%	B: -1%	C: -2%	D: i	E: 1%	F: -2	G: 3	H: -0.4
C/C(CC(=O)Nc1ccc2ccccc2c1)=N\NC(=O)c1cnccn1
  A: -5%	B: -6%	C: -1%	D: i	E: 1%	F: -6	G: 14	H: 0.8
O=C(Cn1c(=O)oc2ccccc21)Nc1ccc(Br)cc1
  A: i	B: 1%	C: 6%	D: i	E: 2%	F: 1	G: 0	H: -1.8

# Screens deposited in PubChem BioAssay by National Center for Advancing Translational Sciences (NCATS).
